Fam108B counter: counter-screen for RBBP9 inhibitors: inhibitors of mouse Fam108B; recombinant Fam108B, FP-Rh probe fluorescence polarization; inhibition, % at 9.51 µM; hit rate 0.33% among 300,000;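 active = inhibition above the screen mean inhibition plus 3 SD, computed separately per campaign, cut at about 18% in these data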;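 note: inhibitors lower polarization as less probe binds the enzyme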
PAFAH1B2 inh: blocks human PAF acetylhydrolase 1b catalytic subunit 2; inhibition, % at 3.39 µM; AID 492953; P68402; hit rate 1.2% among 340,000; recombinant PAFAH1B2, FP-rhodamine activity probe, fluorescence polarization;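 active = inhibition above the mean of all tested compounds plus 3 SD, cut at about 24% in these data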;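 note: 0% = enzyme with DMSO and 100% = wells lacking PAFAH1B2; many of its hits are not listed in these tables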
LYPLA1 counter: counter-screen for PME1 inhibitors: inhibitors of human LYPLA1; inhibition, % at 5.9 µM; O75608; recombinant LYPLA1, FP-Rh probe fluorescence polarization; hit rate 0.16% among 320,000;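 active = inhibition above the mean of all tested compounds plus 3 SD, set per campaign, cut at about 14% in these data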;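 note: inhibitors block serine hydrolase probe labeling of LYPLA1 so polarization falls; 0% = enzyme with DMSO and 100% = wells lacking LYPLA1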
PME-1 inh: PME-1 (human) inhibition; hit rate 0.53% among 320,000; recombinant PME-1, FP-Rh probe fluorescence polarization; inhibition, % at 5.9 µM; Q9Y570;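 active = inhibition above the campaign mean of all compounds plus 3 SD, cut at about 26% in these data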;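 note: competitive labeling of PME-1 active site by serine hydrolase directed probe; 0% = PME-1 with DMSO and 100% = wells lacking PME-1 enzyme; inhibitors block probe labeling so polarization falls and inhibition rises; many of its hits are not listed in these tables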
PAFAH2 inh: PAFAH2 (human) inhibition | hit rate 0.99% among 340,000 | inhibition, % at 3.39 µM | Q99487 | recombinant PAFAH2, FP-rhodamine activity probe, fluorescence polarization;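 active = inhibition above the mean over all tested compounds plus 3 SD, cut at about 30% in these data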;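 note: inhibitors block probe labeling of enzyme so polarization drops; 0% = enzyme with DMSO and 100% = wells lacking PAFAH2 protein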
PAFAH1B3 FP inh: PAFAH1B3 (human) inhibition; Q15102; hit rate 0.28% among 340,000; inhibition, % at 3.39 µM; recombinant PAFAH1B3, FP-rhodamine probe, fluorescence polarization; AID 492972;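 active = inhibition above the screen-wide average of all tested compounds plus 3 SD, cut at about 25% in these data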;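 note: 0% = enzyme with DMSO only and 100% = wells lacking PAFAH1B3 protein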
PAD4 inh: blocks human protein arginine deiminase 4. inhibition, % at 6.36 µM. hit rate 0.41% among 330,000. recombinant PAD4, RCA probe fluorescence polarization;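 active = percent inhibition above a cutoff equal to the mean of all tested compounds plus 3 SD, cut at about 15% in these data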;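 note: 0% = PAD4 with RCA probe and DMSO and 100% = probe without PAD4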
Target sequence (Q9UM07 whole entry, looked up): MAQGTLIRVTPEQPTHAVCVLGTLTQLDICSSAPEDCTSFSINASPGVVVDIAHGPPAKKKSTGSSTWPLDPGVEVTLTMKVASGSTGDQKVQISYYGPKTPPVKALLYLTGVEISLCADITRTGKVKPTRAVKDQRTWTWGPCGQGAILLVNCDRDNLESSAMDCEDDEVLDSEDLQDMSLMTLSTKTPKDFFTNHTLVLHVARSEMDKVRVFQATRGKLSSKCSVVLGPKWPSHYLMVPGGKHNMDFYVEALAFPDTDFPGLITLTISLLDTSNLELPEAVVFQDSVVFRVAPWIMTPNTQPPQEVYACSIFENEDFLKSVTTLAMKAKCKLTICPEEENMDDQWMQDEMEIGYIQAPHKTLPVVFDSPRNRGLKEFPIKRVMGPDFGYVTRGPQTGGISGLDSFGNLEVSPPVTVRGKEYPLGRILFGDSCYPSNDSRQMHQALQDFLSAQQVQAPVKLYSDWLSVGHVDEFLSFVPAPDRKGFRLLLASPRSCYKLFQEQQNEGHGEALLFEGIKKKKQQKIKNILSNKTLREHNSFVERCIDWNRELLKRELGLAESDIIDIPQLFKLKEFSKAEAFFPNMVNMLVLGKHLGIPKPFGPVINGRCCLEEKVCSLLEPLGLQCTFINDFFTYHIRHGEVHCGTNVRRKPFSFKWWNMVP
GSTO1 counter: blocks human GSTO1 in RBBP9 counter-screen; recombinant GSTO1, activity-based probe fluorescence polarization; inhibition, % at 5.96 µM; hit rate 1.1% among 300,000; AID 1974;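 active = inhibition above the campaign mean inhibition plus 3 SD, cut at about 35% in these data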;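 note: 0% = GSTO1-1 with DMSO and 100% = wells lacking GSTO1-1 enzyme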
Target sequence (P78417 whole entry, looked up): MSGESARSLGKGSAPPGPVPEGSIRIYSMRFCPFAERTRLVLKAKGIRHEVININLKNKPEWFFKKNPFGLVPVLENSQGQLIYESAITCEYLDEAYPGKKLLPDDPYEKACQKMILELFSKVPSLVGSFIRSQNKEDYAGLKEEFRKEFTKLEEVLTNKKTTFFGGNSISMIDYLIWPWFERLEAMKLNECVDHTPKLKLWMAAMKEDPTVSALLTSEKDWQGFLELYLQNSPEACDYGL
pPAFAH FP inh: inhibitors of human plasma PAF acetylhydrolase (pPAFAH) | Q13093 | recombinant pPAFAH, FP-rhodamine probe fluorescence polarization | inhibition, % at 3.39 µM | hit rate 1.5% among 330,000;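 active = inhibition above the mean inhibition across the screen plus 3 SD, cut at about 25% in these data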;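 note: inhibitors block binding of the rhodamine activity-based probe so polarization drops; 0% = enzyme with DMSO and 100% = wells lacking pPAFAH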
An asterisk follows results filed as active; . = not tested or not shown. These rows are one share of the data; the hit share may differ from the screen's.

# | SMILES | Fam108B counter | PAFAH1B2 inh | LYPLA1 counter | PME-1 inh | PAFAH2 inh
1 | Cn1c(Cc2ccccc2)nnc1SCC(=O)Nc1ccc(N2CCOCC2)cc1 | -1.3 | 1.6 | 4.4 | -1.2 | 0.9
2 | O=S1(=O)NC(=NCc2ccccc2)c2ccccc21 | -2.4 | 1.4 | -0.9 | 6.5 | -2.0
3 | O/N=C/c1ccc(OCc2ccccc2)c(Cl)c1 | 0.3 | 0.9 | 1.3 | -1.3 | -9.2
4 | CC(C)(C)N(Cc1ccccc1)C(=O)c1ccncc1 | -1.0 | 12.5 | -2.0 | -1.8 | 8.1
5 | CCOC(=O)Cn1cc(C=O)c2ccccc21 | 0.1 | 1.0 | -2.1 | 1.1 | 1.2
6 | CC(C)c1ccc(NC(=O)C2CCCN(S(=O)(=O)c3cnc[nH]3)C2)cc1 (centres undefined) | 1.7 | 5.9 | 0.8 | -3.9 | 6.1
7 | CC(=O)Nc1ccc(NC(=O)C2CCC(CNS(=O)(=O)c3cccc4nsnc34)CC2)cc1 (centres undefined) | 0.1 | 6.7 | -1.2 | 6.5 | 7.0
8 | Cc1ccc(S(=O)(=O)N/N=C/c2c(C)nn(-c3ccccc3)c2C)cc1 | 6.3 | 5.6 | 2.6 | 4.9 | 1.8
9 | C#CCOCCOCCOCCNc1nc(N2CCN(C(=O)CCCCCCCCCCNC(=O)Cn3cc(C[C@@H](C)O)nn3)CC2)nc(N2CCN(C(=O)CCCCCCCCCCNC(=O)[C@H](CCCCN)n3cc(C[C@@H](C)CC)nn3)CC2)n1 | -4.4 | -3.4 | -2.6 | -1.9 | 3.8
10 | CC1CCCCN1C(=O)CSc1nnc(-c2c[nH]c3ccccc23)o1 (centres undefined) | -5.8 | -1.1 | -0.1 | -4.0 | -4.4
11 | O=C(NN=C1CCCC1)c1ccccc1[N+](=O)[O-] | 1.1 | 6.0 | -2.5 | 0.4 | 0.9
12 | COC(=O)c1[nH]c2cccc(Cl)c2c1NC(=O)CN(C)C1CCCCC1 | 0.8 | 0.5 | -4.2 | -4.8 | 1.4

# | PAFAH1B3 FP inh | PAD4 inh | GSTO1 counter | pPAFAH FP inh
1 | 0.4 | -0.2 | 2.7 | -2.7
2 | 8.3 | 1.3 | -2.9 | 1.1
3 | 1.2 | -1.4 | -1.9 | -3.1
4 | 4.5 | 1.3 | 1.9 | 17.6
5 | 3.1 | 2.5 | 1.2 | 2.2
6 | 5.4 | 2.1 | -2.8 | 4.0
7 | 5.6 | 2.4 | 6.0 | 2.0
8 | -3.6 | 0.0 | 12.3 | 5.4
9 | 4.3 | -3.5 | 3.8 | -9.4
10 | 2.8 | 0.4 | -5.6 | 2.2
11 | 9.2 | 4.5 | 6.3 | -2.7
12 | 15.6 | 1.9 | -0.6 | 4.0

Next records follow.
# | SMILES | Fam108B counter | PAFAH1B2 inh | LYPLA1 counter | PME-1 inh | PAFAH2 inh
13 | CCc1ccc(CNC(=O)CCn2nc(C)c3c(C)n(-c4ccccc4)nc3c2=O)cc1 | 2.6 | 0.5 | -2.1 | -1.5 | -1.9
14 | COc1cccc(NC(=O)CN(C)C(=O)CSc2nc(C)cc(C)n2)c1 | . | -1.9 | -2.0 | 2.5 | 1.9
15 | NC(=O)C1(N2CCCCC2)CCN(C(=S)Nc2ccccc2)CC1 | -2.0 | 3.3 | 3.2 | 9.4 | -1.4
16 | Cc1oc(-c2ccccc2Cl)nc1CN1CCCCC1c1cccnc1 (centres undefined) | -5.6 | 5.6 | 4.9 | -2.6 | 1.3
17 | Cc1cccc(NC(=O)/C(C#N)=C\c2ccc(C(=O)O)cc2)c1 | 3.1 | -0.6 | 1.1 | -1.1 | -0.9
18 | CCCCOC(=O)c1ccc(NC(=O)COC(=O)CSc2nc(C)cc(C)n2)cc1 | 2.9 | -2.4 | -0.8 | -1.9 | 5.5
19 | CCn1cc(C2=NCC(C)O2)c2ccccc21 (centres undefined) | -3.2 | 0.2 | 3.4 | -2.5 | 8.3
20 | COc1ccccc1C1c2[nH]c3ccccc3c2C[C@H]2C(=O)N(C3CCN(Cc4ccccc4)CC3)CC(=O)N12 (some centres undefined) | 2.3 | 3.7 | -1.9 | 1.8 | -1.0
21 | CCCc1c(C)[nH]c2nc3ccccc3n2c1=O | 2.1 | 0.9 | 2.9 | -2.7 | 0.9
22 | CCOc1ccc(N2CC(C(=O)Nc3ccc(S(=O)(=O)N4CCCC4)cc3)CC2=O)cc1 (centres undefined) | 3.4 | -2.0 | -0.1 | 0.9 | -4.3
23 | O=C(COC(=O)C1CCN(C(=O)Nc2ccccc2)CC1)NCC(F)(F)F | -1.0 | -0.5 | 0.3 | -3.4 | 13.4
24 | CCN1C(=O)C(Cc2nc3ccccc3c(=O)n2C)c2ccccc21 (centres undefined) | 2.8 | -2.6 | 0.7 | 0.9 | -2.7

# | PAFAH1B3 FP inh | PAD4 inh | GSTO1 counter | pPAFAH FP inh
13 | -5.7 | -4.1 | 9.0 | 7.9
14 | 6.6 | -3.0 | . | 1.4
15 | 3.5 | -1.4 | -1.4 | 0.6
16 | 8.8 | 1.1 | 8.3 | -0.2
17 | 3.7 | 1.2 | 3.8 | -4.1
18 | 6.5 | 1.0 | 1.8 | -3.2
19 | 2.5 | 3.4 | 7.8 | 7.4
20 | -2.6 | -0.2 | 0.1 | 4.4
21 | 1.2 | -2.1 | -6.7 | 3.5
22 | 1.2 | 0.6 | 3.8 | 14.8
23 | 1.1 | -3.1 | -3.7 | 7.9
24 | 0.6 | 0.0 | 4.0 | 3.3

One compound at a time, from the list above.
CCc1ccc(CNC(=O)CCn2nc(C)c3c(C)n(-c4ccccc4)nc3c2=O)cc1 as listed: Fam108B counter: 2.6; PAFAH1B2 inh: 0.5; LYPLA1 counter: -2.1; PME-1 inh: -1.5; PAFAH2 inh: -1.9; PAFAH1B3 FP inh: -5.7; PAD4 inh: -4.1; GSTO1 counter: 9.0; pPAFAH FP inh: 7.9
CCN1C(=O)C(Cc2nc3ccccc3c(=O)n2C)c2ccccc21 (centres undefined) as listed: Fam108B counter: 2.8; PAFAH1B2 inh: -2.6; LYPLA1 counter: 0.7; PME-1 inh: 0.9; PAFAH2 inh: -2.7; PAFAH1B3 FP inh: 0.6; PAD4 inh: 0.0; GSTO1 counter: 4.0; pPAFAH FP inh: 3.3

Returning to the listing, starting 4 compounds before the break.
# | SMILES | Fam108B counter | PAFAH1B2 inh | LYPLA1 counter | PME-1 inh | PAFAH2 inh
21 | CCCc1c(C)[nH]c2nc3ccccc3n2c1=O | 2.1 | 0.9 | 2.9 | -2.7 | 0.9
22 | CCOc1ccc(N2CC(C(=O)Nc3ccc(S(=O)(=O)N4CCCC4)cc3)CC2=O)cc1 (centres undefined) | 3.4 | -2.0 | -0.1 | 0.9 | -4.3
23 | O=C(COC(=O)C1CCN(C(=O)Nc2ccccc2)CC1)NCC(F)(F)F | -1.0 | -0.5 | 0.3 | -3.4 | 13.4
24 | CCN1C(=O)C(Cc2nc3ccccc3c(=O)n2C)c2ccccc21 (centres undefined) | 2.8 | -2.6 | 0.7 | 0.9 | -2.7
25 | Cc1nc(C)c(C(=O)OCC(=O)NCc2ccccc2Cl)s1 | . | 2.9 | . | . | 70.0*
26 | COC(=O)c1cc(Cl)c(NC(=O)/C=C/c2ccc(Cl)cc2)cc1OC | -5.1 | -2.7 | -2.8 | -13.1 | -4.2
27 | CC(c1ccc(F)cc1)n1cc(C(=O)NCCN(C)C)nn1 (centres undefined) | 0.4 | 0.8 | -3.7 | -1.4 | -1.2
28 | CC(C)C(NS(=O)(=O)c1cccs1)C(=O)NCc1ccccc1Cl (centres undefined) | 3.1 | -5.1 | -0.3 | -2.1 | -2.7
29 | COc1ccc([N+](=O)[O-])cc1N(CC(O)CN1CCCCC1)S(=O)(=O)c1ccccc1 (centres undefined) | 1.5 | -0.2 | -5.2 | -4.0 | 10.4
30 | Cc1cccc(C2Nc3ccccc3C(=O)N2c2ccc(F)cc2)n1 (centres undefined) | 0.4 | 1.8 | 2.5 | 6.0 | 2.4
31 | CC(=C/c1ccccc1)/C=N/n1c(C)n[nH]c1=S | -0.2 | 2.8 | 2.7 | -6.2 | -0.4
32 | Cc1c(C)c2ccc(OCC(=O)NC3CCN(Cc4ccccc4)CC3)c(C)c2oc1=O | -2.5 | 1.6 | -1.8 | -4.3 | -3.2
33 | Cc1cc(-c2cc(C(=O)NCc3ccccc3)on2)nc(S(C)(=O)=O)n1 | -4.5 | 2.9 | -5.8 | -15.3 | -8.9
34 | CC(C)n1nc(C(=O)Oc2cc(Cl)ccc2Cl)c2ccccc2c1=O | -0.4 | 5.6 | -5.5 | 3.5 | -2.6
35 | CCN(CC)c1ccc(C(=O)OCC(=O)Nc2ncccn2)cc1 | . | 6.3 | . | . | 76.9*

# | PAFAH1B3 FP inh | PAD4 inh | GSTO1 counter | pPAFAH FP inh
21 | 1.2 | -2.1 | -6.7 | 3.5
22 | 1.2 | 0.6 | 3.8 | 14.8
23 | 1.1 | -3.1 | -3.7 | 7.9
24 | 0.6 | 0.0 | 4.0 | 3.3
25 | 4.7 | -5.2 | . | 12.1
26 | -2.2 | 3.3 | -6.9 | 7.5
27 | 2.1 | 0.7 | 5.5 | -0.3
28 | -0.9 | -3.3 | 20.2 | 4.0
29 | -0.2 | -4.2 | -10.1 | -0.8
30 | 4.8 | -2.2 | -1.7 | -0.9
31 | 6.3 | -2.0 | -6.2 | -0.6
32 | 1.8 | 1.0 | -0.4 | -1.9
33 | 7.3 | 3.4 | -19.6 | 5.8
34 | 4.1 | -2.5 | 2.8 | -5.3
35 | 9.0 | 1.8 | . | 24.4

3 structures out of the list, sorted by SMILES length, highest first:
# | SMILES | Fam108B counter | PAFAH1B2 inh | LYPLA1 counter | PME-1 inh | PAFAH2 inh
28 | CC(C)C(NS(=O)(=O)c1cccs1)C(=O)NCc1ccccc1Cl (centres undefined) | 3.1 | -5.1 | -0.3 | -2.1 | -2.7
30 | Cc1cccc(C2Nc3ccccc3C(=O)N2c2ccc(F)cc2)n1 (centres undefined) | 0.4 | 1.8 | 2.5 | 6.0 | 2.4
27 | CC(c1ccc(F)cc1)n1cc(C(=O)NCCN(C)C)nn1 (centres undefined) | 0.4 | 0.8 | -3.7 | -1.4 | -1.2

# | PAFAH1B3 FP inh | PAD4 inh | GSTO1 counter | pPAFAH FP inh
28 | -0.9 | -3.3 | 20.2 | 4.0
30 | 4.8 | -2.2 | -1.7 | -0.9
27 | 2.1 | 0.7 | 5.5 | -0.3

Assay outcomes deposited in PubChem BioAssay by The Scripps Research Institute Molecular Screening Center.
